RAD52 anneal inh = inhibitors of human RAD52 DNA annealing; P43351; AID 651710; recombinant RAD52 DNA annealing, FRET fluorescence; actives 0.46% (n = 360,000); inhibition, % at 18.7 µM;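 active = every replicate showing at least 50% inhibition; inconclusive = mean inhibition at least 50% but not in every replicate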
XiGFP reactiv = X-chromosome reactivation activator. actives 0.055% (n = 360,000). AID 743238. activation, % at 7.58 µM. XiGFP mouse fibroblasts, % GFP-positive cells imaging, 3 d; cells co-treated with 5-aza-dC sensitizer; scaled so ellipticine positive control = 100%;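 active = mean normalized replicate activation at least 10% and every replicate at or above 10%; inconclusive = only one of the two criteria met; inactive = mean below 10% and not all replicates reach 10%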;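 note: 0% = median of on-plate neutral control wells and 100% = ellipticine 6 µM median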
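System: SV40-immortalized XiGFP fibroblast cells, line 68-5-11 / Incubation: 3-day compound exposure, then 15 min fixation at room temperature / Compound: single concentration per compound, delivered by pin transfer / Buffer or medium: DMEM plus 5-aza-dC sensitizer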
FN deposition inh = fibronectin deposition inhibition; actives 0.086% (n = 350,000); inhibition, % at 12.6 µM; AH1F fibroblasts, Alexa488-fibronectin deposition fluorescence, overnight;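 active = mean inhibition across replicates of 30% or more, regardless of how many single replicates reach that level; inconclusive = mean under 30% yet at least half of replicates reach 30%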;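 note: positive control wells lacked labelled fibronectin entirely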
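Assay system: AH1F fibroblasts / Quantity: 10000 cells per well / Medium: DMEM plus 2% serum, read in PBS / Reagent: labelled fibronectin 24 nM / Dosing: single dose, pinned / Times: 1 h cell attachment, overnight exposure to compound and label / Signal: fluorescence, ex 485 nm, em 525 nm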
E-selectin induc = E-selectin induction on HUVECs | HUVEC E-selectin immunofluorescence imaging; normalized: neutral wells 0, TNF-alpha wells 100 | AID 686992 | activation, % at 7.58 µM | P16581 | actives 0.37% (n = 260,000);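 active = mean E-selectin-positive cell signal at least 10% of the positive control, reached in at least 60% of replicates, without over 20% cell loss; inconclusive = no rule given, readout overlaps actives, possibly toxicity-flagged; inactive = the rest, including those meeting only one limit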;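 note: in these data hits start at about 27%; measured in HUVEC primary endothelial cells; signal is the percent of cells scored E-selectin positive by PE staining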
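Test system: HUVEC; input: 3,000 HUVEC/well; measured by: immunofluorescence imaging; read-out: % PE-positive cells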
RAD54 inh = blocks human RAD54 Holliday junction branch migration; Q92698; FAM/BHQ fluorescence; inhibition, % at 10.4 µM; actives 0.14% (n = 360,000); AID 602329;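 active = mean normalized replicate activity at least 40 and at least half of replicates scoring 40 or more; inconclusive = only one of the two criteria met; inactive = mean below 40 and under half of replicates reaching 40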;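 note: 0% = median of neutral control wells and 100% = median of positive control wells; inhibitors cause a drop in the FAM fluorescence signal; in these data hits start at about 50%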
Target sequence (Q92698 whole entry, looked up): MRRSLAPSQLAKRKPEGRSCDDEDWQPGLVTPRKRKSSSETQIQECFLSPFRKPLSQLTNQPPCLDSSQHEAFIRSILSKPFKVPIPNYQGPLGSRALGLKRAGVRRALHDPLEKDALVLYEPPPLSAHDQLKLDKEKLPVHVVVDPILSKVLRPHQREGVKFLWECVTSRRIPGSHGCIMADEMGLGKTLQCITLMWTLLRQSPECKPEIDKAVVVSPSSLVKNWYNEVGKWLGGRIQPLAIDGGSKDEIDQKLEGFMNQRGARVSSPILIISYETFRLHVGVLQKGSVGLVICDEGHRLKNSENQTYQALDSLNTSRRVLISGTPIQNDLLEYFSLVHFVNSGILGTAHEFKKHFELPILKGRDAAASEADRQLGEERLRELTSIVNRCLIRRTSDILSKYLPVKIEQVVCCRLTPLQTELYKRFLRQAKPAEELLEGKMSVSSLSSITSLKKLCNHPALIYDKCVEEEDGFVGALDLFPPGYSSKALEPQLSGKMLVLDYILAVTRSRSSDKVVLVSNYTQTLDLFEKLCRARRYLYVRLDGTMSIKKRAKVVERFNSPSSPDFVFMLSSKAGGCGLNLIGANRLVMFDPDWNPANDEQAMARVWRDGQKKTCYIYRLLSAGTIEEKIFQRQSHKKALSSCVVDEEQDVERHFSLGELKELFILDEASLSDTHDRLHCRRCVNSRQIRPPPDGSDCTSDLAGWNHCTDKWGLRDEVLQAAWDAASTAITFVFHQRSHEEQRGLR
S100A4 MyoIIA = inhibitors of human S100A4 binding to myosin IIA peptide | AID 652163 | P26447 | actives 0.14% (n = 360,000) | S100A4/TAMRA-MyoIIA peptide fluorescence polarization | inhibition, % at 10.7 µM;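 active = mean inhibition of at least 70% across replicates, with every replicate also reaching that level; inconclusive = mean inhibition reaches 70% but some replicates fall short; inactive = mean inhibition below 70%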
Target sequence (P26447 whole entry, looked up): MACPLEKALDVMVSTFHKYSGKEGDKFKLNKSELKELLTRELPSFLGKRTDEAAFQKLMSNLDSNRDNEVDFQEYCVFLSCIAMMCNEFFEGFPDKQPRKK
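Material: human S100A4 monomer with TAMRA-labelled myosin IIA peptide; buffer or medium: HEPES pH 7.2 with CaCl2, KCl, NaCl, DTT, Triton; compound dosing: one concentration per compound; schedule: 5 min incubation before reading; benchmarks: neutral control DMSO, positive control TFP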
EWS-Fli block = blocks EWS/Fli oncoprotein-driven transcription | inhibition, % at 12.6 µM | actives 0.67% (n = 350,000) | A673 NR0B1-luciferase reporter, viability-normalised;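 active = mean inhibition of at least 50% after viability correction, with every replicate also passing that limit; inconclusive = mean reaches 50% but only one of two replicates passes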;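 note: firefly luciferase signal divided by Alamar Blue viability fluorescence both relative to DMSO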
esBAF inh = SWI/SNF esBAF complex inhibition; mouse ES cells, Bmi1-luciferase knock-in reporter, 24 h; 100% = twice the neutral-well signal; reporter increase, % at 12.5 µM; actives 2% (n = 350,000); AID 602393; in the data active = activation above about 40%; inconclusive = no clear call, values can overlap the other calls;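 note: 0% = median of the plate's neutral control wells and 100% = double that signal; a rise in the Bmi1 reporter signal indicates esBAF inhibition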
The depositor's hits bear a star; ? = inconclusive; / = not tested or not shown.

SMILES	RAD52 anneal inh	XiGFP reactiv	FN deposition inh	E-selectin induc	RAD54 inh	S100A4 MyoIIA	EWS-Fli block	esBAF inh
CCCOc1ccc(/C=N/Nc2ccccc2[N+](=O)[O-])c(O)c1	2.1	0.1	-3.8	/	/	-0.2	23.1	/
COC(=O)C1=C(C)Nc2nc3ccccc3n2C1c1ccccc1F (configuration not stated)	-14.8	0.1	-4.6	2.8	?	-0.4	29.9	/
CSc1ccc(CN(C)C(=O)c2ccc(S(=O)(=O)Nc3ccccc3)cc2)cc1	-5.7	0.1	-1.3	0.0	-2.0	2.5	12.7	0.1
S=C(NCCCn1ccnc1)Nc1cccc(Cl)c1	-13.2	0.2	-9.3	0.3	-7.9	0.0	6.3	-9.0
C#CCN1C=CC(=O)[C@@H](OC(=O)NCCC)[C@H]1c1ccccc1Br	-10.5	0.6	3.1	1.3	8.5	-0.6	-3.8	-6.4
COc1ccc(Br)cc1S(=O)(=O)Nc1cccc(C)n1	4.6	0.0	3.8	0.3	/	-8.0	-0.5	/
CNC[C@H]1Oc2c(NC(=O)c3cnccn3)cccc2C(=O)N([C@H](C)CO)C[C@@H]1C	-1.1	-0.1	-11.4	-0.1	-13.5	-2.6	2.0	1.0
Cc1cnc2ccc(F)cc2c1	-4.1	0.0	8.3	-1.9	-19.9	-1.6	-0.4	-2.7
CN(Cc1c(C(=O)N/N=C/c2ccc(F)cc2)nnn1-c1nonc1N)C1CCCCC1	-19.6	0.2	5.0	/	-7.3	-0.3	/	-4.8
COc1ccc(Cl)cc1C(=O)Nc1ccc(OCC(=O)N2CCOCC2)cc1	7.1	0.0	/	-0.4	-0.8	0.9	-11.3	-3.4
O=C(COC(=O)CC1CC2CCC1C2)Nc1ccc(F)cc1Cl (configuration not stated)	-9.8	0.0	-6.6	/	-4.1	-1.1	3.7	-5.6
C[C@@H]1CN([C@H](C)CO)C(=O)c2cccc(NC(=O)C3CC3)c2O[C@H]1CN(C)C(=O)Nc1ccccc1	-5.1	0.3	/	-0.1	-9.1	-3.5	0.2	-0.6
COc1ccc(CNC(=O)c2ccc(-c3cnn(C)c3)c3ccoc23)cc1OC	4.3	?	10.2	0.0	1.4	-0.3	-59.7	?
O=C(c1cccnc1)N1C[C@@H]2[C@H](c3ccccc31)[C@@H](CO)N2C(=O)Nc1ccc(F)cc1	-9.5	0.1	/	0.8	-2.5	18.0	-3.5	1.2
Cc1ccc(CC(=O)Nc2ccc(S(=O)(=O)Nc3ncccn3)cc2)cc1	-6.6	0.1	6.3	/	11.5	-3.6	1.1	-3.2
Cc1cc(C)cc(Nc2c(F)c(F)c(F)c(F)c2C(=O)O)c1	-5.9	0.0	3.2	/	/	-1.5	-2.8	/
COc1cccc(NC(=O)N[C@@H]2CC[C@H](CC(=O)N3CCCCC3)O[C@H]2CO)c1	4.8	0.4	/	2.5	-1.7	1.5	-1.3	0.6
C/C(CC(=O)Nc1ccc2c(c1)OCCO2)=N\NC(=O)COc1ccc(C)cc1Br	-17.8	0.2	-1.1	/	-0.2	12.5	3.6	1.6
O=C(N/N=C/c1ccc2c(c1)OCO2)c1ccc(Cl)cc1Cl	-10.3	0.4	-2.9	/	3.1	0.0	-22.8	15.6
COc1ccccc1Cc1c(-c2ccc(F)cc2)nc2ccc(C)cn12	-43.0	-0.1	-1.5	0.0	/	-3.2	-92.7	/
CCc1c(C)nc2c(C)cccc2c1SCCC#N	-12.5	0.0	2.9	-0.2	/	-1.9	10.5	/
NC(=O)N/N=C/c1cccc(OCc2ccc(F)cc2)c1	6.3	0.0	/	/	/	0.6	-9.3	/
CCCN(CC(=O)Nc1ccccc1OC)C(=O)c1nc2nc(C)ccn2n1	-6.3	0.3	9.1	/	15.5	-1.1	-6.3	4.0
COc1cccc(NC(=O)c2ccc3c(c2)N(CC(=O)N2CCOCC2)C(=O)C(C)(C)O3)c1	-15.7	0.0	1.7	/	4.4	-0.3	-6.9	-3.9
Cc1ccc(S(=O)(=O)N2CCC(C(=O)OCc3ccccc3)CC2)cc1C	-11.0	0.0	6.8	0.0	-8.6	2.9	-4.1	-1.7
COc1ccccc1N1CCN(C(=O)C(=O)c2c[nH]c3ccccc23)CC1	-4.1	0.0	5.9	/	-2.4	-8.4	/	2.2
COC(=O)CCCC1=CC2=CC(=O)C(C)(OC(=O)c3cccs3)C(=O)C2=CN1Cc1ccco1 (configuration not stated)	-11.0	0.5	-5.6	-0.3	1.9	-0.5	-40.7	-6.3
COc1cccc(CNS(=O)(=O)c2ccc3c(c2)oc(=O)n3C)c1	-13.8	0.4	3.6	13.4	-11.7	4.0	-7.7	-2.6
CCCOc1nc2c(c(=O)n(C)c(=O)n2C)n1CCC	-9.5	/	/	/	5.2	4.2	-2.2	4.8
COc1ccc(-c2ccccc2[C@H]2[C@@H](C#N)N(C(=O)C3CCCCC3)[C@H]2CO)cc1	6.6	0.1	6.6	0.0	/	-2.0	-2.0	/
O=C(Nc1ccccc1)c1cc(C2CCCN(C(=O)c3cccs3)C2)on1 (configuration not stated)	-2.7	0.2	3.0	-0.1	6.4	-4.9	-27.2	56.4*
COCCCn1c(=O)c2sccc2n(Cc2cccc(C)c2)c1=O	1.7	-0.1	2.2	-0.2	5.6	-2.6	9.7	1.7
CN1CCN(c2ccc(S(=O)(=O)N3CCOCC3)cc2NC(=O)C2CCCCC2)CC1	0.8	-0.1	-7.8	/	3.7	-9.0	9.4	-2.7
O=C(CN1CCN(c2cccc(Cl)c2)CC1)Nc1ccc([N+](=O)[O-])cc1C(=O)Nc1ccccc1F	-10.7	0.5	-2.7	-0.1	/	2.9	13.0	/
C[C@@H](NC(=O)C[C@@H]1CC[C@@H](NC(=O)C2CCC2)[C@@H](CO)O1)c1ccccc1	7.3	-0.7	/	-0.4	-3.7	-7.3	-3.2	-3.9
CC=Cc1ccc2n(c1=O)C[C@H]1[C@H](CO)[C@@H](C(=O)N3CCOCC3)N(Cc3ccccc3)[C@@H]21 (mixture of isomers)	1.0	0.2	-12.3	-0.2	1.2	13.1	1.1	-3.1
Cc1ccc(/C=N/NC(=O)Cn2nnc(N)n2)cc1	9.6	0.0	12.9	-0.9	/	-1.9	-6.9	/
C/C(=N\NC(=O)CNC(=O)c1ccccc1Br)c1ccco1	-10.2	0.5	0.7	0.0	-6.4	-0.8	1.1	-4.5
CCOCCCNC(=O)C1CCCN1C(=O)Nc1ccccc1[N+](=O)[O-] (configuration not stated)	-6.4	-0.2	1.1	-0.5	-8.5	4.3	-4.8	-4.2
CC1(C(=O)NCCN2CCOCC2)C=CCN1C(=O)c1ccccc1 (configuration not stated)	12.9	0.0	-16.1	-0.1	-0.1	1.6	-50.1	39.8
CCC(=O)Nc1ccc(C2=Nn3c(nnc3C(C)C)SC2)cc1	-15.4	0.2	/	/	-12.6	2.5	0.6	-4.3
COc1ccc(-c2[nH]ncc2CN2CCN(C(=O)c3cccs3)CC2)c(F)c1	-44.0	0.0	/	-0.2	7.7	-0.1	8.3	-3.3
CC(=O)N(C)c1ccc(NC(=S)NC(=O)/C=C/c2ccco2)cc1	-45.1	0.2	-1.4	/	-3.9	-7.9	6.1	-0.8
C[C@H](CO)N1C[C@H](C)[C@H](CN(C)Cc2ccncc2)Oc2ncc(C#CCC3CCCCC3)cc2C1=O	24.1	0.0	6.5	-0.1	-9.5	3.4	-2.3	-4.9
COc1ccc(C)cc1NC(=O)c1nnn(CCc2ccccc2)c1N	-8.7	0.3	-19.0	0.2	0.2	?	-6.8	8.8
O=C(CSc1nnc(C2COc3ccccc3O2)o1)NC1CCCCC1 (configuration not stated)	-2.4	0.3	-28.6	1.2	-7.6	3.0	-31.3	20.4
Cc1ccc(S(=O)(=O)N(C)C[C@H]2OCCCC[C@@H](C)Oc3ccc(N(C)C)cc3C(=O)N([C@@H](C)CO)C[C@@H]2C)cc1	-12.1	-0.1	-10.2	-0.1	2.7	-9.5	-5.1	5.4
O=C1C[C@@H](c2ccc(O[C@@H]3O[C@H](CO)[C@@H](O)[C@H](O)[C@H]3O)cc2)Oc2cc(O)ccc21	3.2	0.0	16.5	0.3	-5.1	3.1	21.1	12.7
COc1cccc(CNC(=O)C2CCC(=O)N(CC3CCCCC3)C2)c1OC (configuration not stated)	-6.4	-0.1	-0.7	-0.3	-2.6	-6.8	/	-1.5
COc1ccc(NS(=O)(=O)c2ccc(-c3n[nH]c(=S)n3Cc3ccccc3)cc2)cc1	-11.4	0.0	-8.0	3.6	2.6	-4.5	-2.0	-4.1
O=C(COc1ccc(Cl)cc1)OCc1ccc(Cl)cc1	-58.3	0.0	/	0.7	4.3	-1.2	1.7	-9.1
O=C(Nc1ccccc1Cl)Nc1cccnc1Cl	-3.3	0.0	-8.3	/	/	-5.2	0.2	/
COc1cc2cc(-c3ccc(OC)c(OC)c3C)nc(N)c2cc1OC	61.1*	0.5	-12.5	0.9	45.2	-4.3	51.8*	/
Cc1ccc(N2CC(NC(=O)C(=O)c3c(C)[nH]c4ccccc34)CC2=O)cc1C (configuration not stated)	-10.0	0.0	-0.6	1.9	0.7	-1.8	2.0	/
CC(C)Cn1c(=O)c2sccc2n2c(CCCC(=O)NC3CCN(Cc4ccccc4)CC3)nnc12	-13.2	0.0	3.4	/	0.1	1.4	6.1	1.6
C=Cn1cc[n+](CC(=O)c2ccc(OC)c(OC)c2)c1	98.0*	0.0	4.0	-0.1	2.2	6.0	3.0	6.2
O=C(CCc1ccccc1)Nc1ccnn1C1CCN(C/C=C/c2ccccc2)CC1	-32.1	0.2	5.4	/	-4.2	-0.2	1.5	5.2
CCN(CC(=O)NC(C)C)C(=O)C(CCSC)NC(=O)c1ccccc1OC (configuration not stated)	-19.4	0.2	-2.6	/	/	-2.7	7.1	/
CS(=O)(=O)Nc1ccc2c(c1)[C@@H]1C[C@H](CC(=O)O)O[C@@H](CO)[C@@H]1O2	2.0	0.4	-4.6	-0.1	/	-23.9	/	/
Cc1ccc(CONC(=O)c2cccc([N+](=O)[O-])c2)cc1	-7.5	-0.1	-0.4	-0.1	6.4	0.0	-28.1	25.2
CC1(C)Oc2ccc3ccc(=O)oc3c2/C(=N/O)C1=O	-1.9	0.0	6.5	0.0	-15.3	1.2	2.6	-7.0

Profiles from above:
CCOCCCNC(=O)C1CCCN1C(=O)Nc1ccccc1[N+](=O)[O-] (configuration not stated) is listed with RAD52 anneal inh = -6.4; XiGFP reactiv = -0.2; FN deposition inh = 1.1; E-selectin induc = -0.5; RAD54 inh = -8.5; S100A4 MyoIIA = 4.3; EWS-Fli block = -4.8; esBAF inh = -4.2
O=C(Nc1ccccc1Cl)Nc1cccnc1Cl is listed with RAD52 anneal inh = -3.3; XiGFP reactiv = 0.0; FN deposition inh = -8.3; E-selectin induc = /; RAD54 inh = /; S100A4 MyoIIA = -5.2; EWS-Fli block = 0.2; esBAF inh = /
